# Screening results from PubChem BioAssay.
# HT1080 IDH1KD tx: HT-1080 IDH1 knockdown cell toxicity (counter line); actives 2% (n = 360,000); AID 686971; Potency, µM (doses to about 46.1 µM), without a hit: at the top dose activity, negative = toxicity, hits mostly cytotoxic; HT-1080 IDH1 knockdown viability, ATP luminescence, 48 h;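 further: potency means the concentration at half of the fitted maximal effect; 0% = DMSO wells and -100% = cell-free medium wells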
#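 In this qHTS, HT-1080 cells depleted of IDH1 are exposed for 48 h at 37 °C to compound titrations. Toxicity is scored from CellTiter-Glo luminescence, with DMSO as full viability and medium alone as none.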
# KB-3-1 cytotox: KB-3-1 parental cell cytotoxicity; actives 1.4% (n = 400,000); AID 1347075; KB-3-1 viability, CellTiter-Glo ATP luminescence, 72 h; Potency, µM (doses to about 46.1 µM), for inactives: top-dose activity change, negative = cytotoxic, usual class: cytotoxic; further: potency means the concentration at half of the fitted maximal effect; on the % scale 0 is the no-effect control and ±100 the full control effect; nearly all actives have a fitted effect of over 60% in size
#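 Cytotoxicity in the drug-sensitive parental line KB-3-1 was scored as loss of CellTiter-Glo luminescence following 72 h incubation with compound. Values come from curve fitting of normalized concentration-response data.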
# S2 tox: reduces viability in counter-screen for ATXN expression inhibitors; actives 0.49% (n = 400,000); S2 cells (HEK-293 line with an ATXN2-luciferase reporter) viability, CellTiter-Fluor protease fluorescence, 24 h; Potency, µM (highest dose often 56.7 µM), most hits filed as cytotoxic; further: potency means the concentration at half of the fitted maximal effect; nearly all actives have a fitted effect of over 40% in size
# HepG2 tox: HepG2 cytotoxicity, counter-screen for TGF-b inhibitors; AID 588856; Potency, µM (top dose mostly 46.1 µM), inactives show top-dose activity change, negative = cytotoxicity, most hits filed as cytotoxic; actives 0.76% (n = 410,000); HepG2 CAGA-GFP viability, ATP luminescence, 18 h; further: potency means the concentration at half of the fitted maximal effect; some results filed as inactive show a strong effect at the top dose
#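 CellTiter-Glo luminescence gave cytotoxicity after 18 hours at 37 degrees C. The cells were HepG2 CAGA-GFP in 1% FBS DMEM, stimulated with 500 pg/mL TGF-beta after compound addition. %Activity was normalised to no-cell wells (complete cell-killing) and DMSO (no toxicity), and curves were fitted and classified.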
# SW480 rerep: induces DNA re-replication in SW480 colon adenocarcinoma cells. SW480 DNA re-replication, Hoechst DNA content imaging, 48 h. actives 1.8% (n = 340,000). Potency, µM (top dose mostly 46.1 µM), inactives show top-dose re-replication activation, actives largely listed as activators; further: potency means the concentration at half of the fitted maximal effect; % of control where 0% means no effect; nearly all actives have a fitted effect of over 55% in size
#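 Image-based DNA-content assay: after two days of treatment, nuclei were labelled with the DNA dye Hoechst and imaged, and hits were compounds raising the count of nuclei showing high fluorescence intensity.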
# IL1B secr inh: inhibitors of inflammasome signaling (IL-1 beta secretion); activity change, % at 57.5 µM; THP-1 LPS/ATP IL-1B secretion, AlphaLISA, 16 h; hits give low values; AID 743279; actives 4.7% (n = 360,000); in the data active means activity change below about -50%; inconclusive means mostly about -30% to -49%; further: on the % scale 0 is the no-effect control and ±100 the full control effect
#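 Secreted IL-1B measured by AlphaLISA bead assay after 16 h compound exposure of THP-1 cells; compounds (final up to 57.5 uM) added 1 h before LPS (250 ng/mL) and ATP (1.25 mM) stimulation; lower signal means less secretion.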
# ATXN2 expr inh: inhibitors of ATXN2 expression | HEK-293 ATXN2-luciferase reporter, luminescence, 24 h | Potency, µM (highest dose often 57 µM), without a hit: at the highest dose activity change, negative = inhibition, usual class: inhibitors | actives 0.72% (n = 360,000) | AID 1745845; further: potency means the concentration at half of the fitted maximal effect; on the % scale 0 is the no-effect control and ±100 the full control effect; nearly all actives have a fitted effect of over 55% in size
#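 ATXN2-luciferase reporter cells (luciferase flanked by upstream and downstream ATXN2 gene portions) were treated 24 h at 37 °C with compounds at up to 57 uM. SteadyGlo luminescence gave expression; GF-AFC fluorescence gave viability.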
# HT1080-NT tox: kills 2HG-producing HT-1080-NT fibrosarcoma cells. HT-1080-NT fibrosarcoma viability, CellTiter-Glo ATP luminescence, 48 h. Potency, µM (series often up to 46.1 µM), inactives show top-dose activity, negative = less viability, most hits filed as cytotoxic. actives 1.6% (n = 360,000). AID 686970;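 further: NT is the 2HG producing partner of a matched IDH1 knockdown line; potency means the concentration at half of the fitted maximal effect; 0% = DMSO-treated cells and -100% = media-only wells without cells; nearly all actives have a fitted effect of over 55% in size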
#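 HT-1080-NT; 750 cells/well; 5% FBS RPMI; 48 h compound, 37 degrees C; CellTiter-Glo luminescence; curve fitting and curve-class assignment.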
# MCF10A rereplic: DNA re-replication induction in MCF 10a cells; AID 624296; Potency, µM (titrated, usually from 46.1 µM), for the others: top-dose activity, positive = re-replication, actives largely listed as activators; MCF 10A DNA re-replication, Hoechst nuclear intensity, 48 h; actives 2.9% (n = 350,000); further: potency means the concentration at half of the fitted maximal effect; % of control where 0% means no effect; nearly all actives have a fitted effect of over 50% in size
# * = called active by the depositor; i = inactive; u = inconclusive; x = not tested or not shown; & = joins results of further samples; [ ] = remark or other dose. Unless noted, the call rests on the fitted dose curve; in most records, active means well fitted curve in the direction sought with a large enough effect; inconclusive means small, poorly fitted or top-dose-only effect, or another doubt; inactive means no such curve, though single readings can be large; an effect the other way counts as inactive or inconclusive. Rows were taken by chance; any-hit rate near 8.9%.
SMILES,HT1080 IDH1KD tx,KB-3-1 cytotox,S2 tox,HepG2 tox,SW480 rerep,IL1B secr inh,ATXN2 expr inh,HT1080-NT tox,MCF10A rereplic
COc1ccccc1NC(=O)CSc1oc(-c2cccs2)nc1S(=O)(=O)c1ccc(Br)cc1,x,17%,i,-22%,x,x,4%,x,x
COc1ccc(/C=N/NC(=O)c2c(Br)cnn2C)c2ccccc12,2%,14%,i,-47%,0%,14,-12%,1%,u
CC(NC(=O)CCNS(=O)(=O)c1ccc2c(c1)c(=O)n(C)c(=O)n2C)c1ccccc1 (configuration not stated),-5%,9%,i,-19%,5%,-1,-8%,19%,1%
O=C(N/N=C/C(Cl)=C/c1ccccc1)c1ccncc1,8%,5%,i,3%,u,-92*,-28%,-2%,u
CCOC(=O)CSc1nc2cc(C(=O)NCc3ccco3)ccc2c(=O)n1-c1ccc(F)cc1,-13%,1%,i,13%,-3%,61,u,1%[9.24 µM],-1%
CCn1c(CC(C)C)n[nH]c1=S,11%,15%,i,5%,2%,26,-1%,7%,-5%
Cc1cccc(C(=O)NCCCn2ccnc2)c1C,-1%,8%,i,1%,-6%,24,4%,-1%,6%
COc1ccc(CCNC(=O)CN(c2ccc(OC)c(OC)c2)S(C)(=O)=O)cc1,10%,0%,i,-1%,-17%,30,1%,6%,1%
Cc1ccc(C2C(C#N)=C(N)N(N(C)C)C3=C2C(=O)CCC3)cc1 (configuration not stated),5%,8%,i,1%,0%,-8,12%,-2%,13%
COC(=O)c1nn(-c2cccc(C)c2)c2nnc(Cc3ccccc3)c(=O)n12,12%,-1%,i,1%,u,11,4%,11%,0%
CCOC(=O)C1=C(C)N=C(SC)N(C)C1c1ccccc1 (configuration not stated),-6%,-1%,i,-17%,-3%,-2,7%,-12%,18%
Cc1ccccc1OCC(=O)N/N=C/c1cc2ccccc2nc1Cl,-21%,u,i,-19%,-11%,-6,6%,-16%,u
O=C(c1cc(-c2ccco2)nc2ccccc12)N1CCCC(C(F)(F)F)C1 (configuration not stated),6%,3%,i,-16%,-22%,-4,6%,-1%,10%
CCOC(=O)c1cc(-c2ccccc2)sc1NC(=O)COC(=O)c1ccc(Cl)c(S(N)(=O)=O)c1,25%,12%,u,-1%,u,6,u,28%,u
Cc1ccc(Cn2c(C)c(C(=O)NCc3ccc(Cl)c(Cl)c3)sc2=O)cc1,-7%,-16%,i,-2%,x,u,0%,-17%,x

# Some values from the results shown.
# Cc1ccc(C2C(C#N)=C(N)N(N(C)C)C3=C2C(=O)CCC3)cc1 (configuration not stated) – SW480 rerep: 0%
# O=C(c1cc(-c2ccco2)nc2ccccc12)N1CCCC(C(F)(F)F)C1 (configuration not stated) – MCF10A rereplic: 10%

# (listing goes on)
SMILES,HT1080 IDH1KD tx,KB-3-1 cytotox,S2 tox,HepG2 tox,SW480 rerep,IL1B secr inh,ATXN2 expr inh,HT1080-NT tox,MCF10A rereplic
O=C(COC(=O)c1ccccc1O)Nc1ccc(OC(F)F)cc1,26%,-2%,i,-3%,-5%,0,26%,u,-2%
CC(=O)CCc1c(C)c2cc(C)ccc2[nH]c1=O,7%,u,i,-5%,0%,9,58%[activator],12%,7%
Cn1nnc(NC(=O)c2ccccc2F)n1,19%,4%,i,11%,-3%[9.22 µM],25,6%,11%,4%
NS(=O)(=O)c1ccc(CCNC(=O)c2ccc3nc4ccc(Cl)cc4c(=O)n3c2)cc1,2%,-1%,i,-2%,u,-2,x,1%,u
Cc1noc(C)c1C(=O)Nc1cccnc1,-7%,-1%,i,9%,-11%,10,-3%,0%,3%
Cc1ccc(Nc2ccc(C(=O)NC3CCCCC3)cn2)cc1,0%,4%,u,-18%,0%,-4,-19%,-9%,17%
O=C(CCCCCNC(=O)N1CCn2c1nc1ccccc12)NCCc1ccccc1,2%,u,i,2%,-8%,0,-3%,2%,3%
N#CCc1ccc(Oc2ncc(C(F)(F)F)cc2Cl)cc1,4%,1%,i,-7%,-1%,-8,-19%,u,9%
Cc1ccc(-c2n[nH]c(=S)n2/N=C/c2ccc(C(=O)O)cc2)cc1,-1%,8%,i,2%,4%,16,0%,10%,5%
CCOC(=O)c1c(NC(=O)CSc2cn(CCNC(=O)c3ccc(OC)c(OC)c3)c3ccccc23)sc2c1CCCC2,x,-13%,u,-22%,x,x,-10%,x,x
CCOc1ccc(N2C(=O)CN(c3cccc4ccccc34)C2=S)cc1,-11%,-21%,i,-25%,-1%,40,-6%,-11%,-1%
COc1cnn(-c2cc(Oc3ccc(C)cc3)ncn2)c(=O)c1Cl,22%,1%,i,-5%,-4%,2,3%,21%,4%
CN(CC(=O)O)S(=O)(=O)c1cccs1,-3%,-2%,i,-2%,-6%,1,-2%,2%,7%
CC(=O)c1cccc(Nc2c3c(nc4nc(-c5cccs5)nn24)CCCC3)c1,x,8%,u,0%,x,x,-16%,x,x
O=C(CC1CCCCC1)N1CCN(c2ccccn2)CC1,15%,-5%,i,-28%,-3%,-3,1%,8%,14%

# 6 records drawn at random from those above, as already listed:
SMILES,HT1080 IDH1KD tx,KB-3-1 cytotox,S2 tox,HepG2 tox,SW480 rerep,IL1B secr inh,ATXN2 expr inh,HT1080-NT tox,MCF10A rereplic
CCOc1ccc(N2C(=O)CN(c3cccc4ccccc34)C2=S)cc1,-11%,-21%,i,-25%,-1%,40,-6%,-11%,-1%
Cn1nnc(NC(=O)c2ccccc2F)n1,19%,4%,i,11%,-3%[9.22 µM],25,6%,11%,4%
CN(CC(=O)O)S(=O)(=O)c1cccs1,-3%,-2%,i,-2%,-6%,1,-2%,2%,7%
NS(=O)(=O)c1ccc(CCNC(=O)c2ccc3nc4ccc(Cl)cc4c(=O)n3c2)cc1,2%,-1%,i,-2%,u,-2,x,1%,u
CC(=O)CCc1c(C)c2cc(C)ccc2[nH]c1=O,7%,u,i,-5%,0%,9,58%[activator],12%,7%
O=C(CCCCCNC(=O)N1CCn2c1nc1ccccc12)NCCc1ccccc1,2%,u,i,2%,-8%,0,-3%,2%,3%

# The results go on:
SMILES,HT1080 IDH1KD tx,KB-3-1 cytotox,S2 tox,HepG2 tox,SW480 rerep,IL1B secr inh,ATXN2 expr inh,HT1080-NT tox,MCF10A rereplic
O=C(NCCCCc1ccccc1)Nc1ccc(F)cc1,1%,7%,i,-25%,-5%,5,2%,9%,2%
O=C1C[C@@H]2c3c(cccc3CN1Cc1ccc(Cl)cc1)C[C@@H](O)[C@H]2O,19%,0%&9%,i,3%&31%,3%,10,-11%,0%,13%
Cc1cccc(OCCC(=O)OCc2csc(CC(=O)Nc3ccccc3C)n2)c1,9%,0%,i,-18%,-1%,0,x,9%,-21%
Cc1nc2ccccc2nc1OCC(=O)NCC(F)(F)F,-1%,-2%,i,1%,-5%,54,8%,13%,2%
Cc1ccc(-c2nc(-c3ccncc3)no2)cc1Cl,18%,2%,i,7%,-2%[9.22 µM],9,76%[activator],7%,1%
CCOC(=O)Cn1cc(C(=O)C2CC2)c2ccccc21,5%,3%,i,0%,-18%,23,7%,-7%,5%
COc1ccc(C(=O)C2CCN(C(=O)c3ccco3)CC2)cc1,-24%,10%,u,3%,1%,0,-10%,2%,3%
COC(=O)C1C(c2ccccc2)NC(=O)NC1(O)C(F)(F)Cl (configuration not stated),-15%,15%,i,-11%,16%,6,2%,-2%,0%
O=S(=O)(Cc1ccccc1)C(c1ccccc1)S(=O)(=O)Cc1ccccc1,-8%,1%,i,-10%,x,-17,x,-8%,x
C=CCOc1cccc(C2C(C(=O)c3ccc(C)o3)=C(O)C(=O)N2Cc2ccncc2)c1 (configuration not stated),3%,10%,i,2%,-31%,12,-8%,0%,u
COc1cc(CCC(=O)Nc2cnc3ccccc3c2)cc(OC)c1OC,4%,-2%,i,-1%,-21%,5,x,4%,5%
Cc1ccccc1NC(=S)NNC(=O)c1ccncc1,0%,9%,i,-13%,-2%,-13,-24%,4%,1%
Cc1cc2cc(CN(Cc3cccs3)C(=S)NCC3CCCO3)c(=O)[nH]c2cc1C (configuration not stated),-6%,u,i,-4%,-1%,-66*,2%,-6%,24%
O=S1(=O)CCN2C=Nc3sc4c(c3C2=N1)CCCC4,-8%,1%,i,-27%,-7%,38,-2%,-2%,2%
CC(C)c1ccc(C2C(C#N)=C(N)Oc3c2oc(CO)cc3=O)cc1 (configuration not stated),-4%,9%,x,-7%,2%,54,13%,-2%,0%
O=Cc1cn(-c2ccccc2)nc1-c1ccc(F)cc1,5%,1%,i,-13%,-2%,-18,x,2%,1%
Cc1c(O)ccc(/C=N/Nc2nc(-c3cccnc3)nc3ccccc23)c1O,u,-12%,u,6.3µM*,u,-19,x,18µM*,u
Nc1nnnn1/N=C/c1cc([N+](=O)[O-])ccc1O,4%,3%,i,10%,-4%,0,x,8%,-1%
CCn1c(=S)[nH]c2sc3c(c2c1=O)CCCC3,u,0%,i,-47%,-1%,-5,x,-20%,12%
CNC(=O)c1cn2c3c(ccc(Cl)c3c1=O)OC(C)C2 (configuration not stated),10%,0%,i,-11%,-14%,-5,x,8%,2%
Cc1ccc(S(=O)(=O)N2CCN(C(=O)COC(=O)CCOc3cc(C)ccc3C)CC2)cc1,-1%,2%,i,-4%,-1%,-23,-1%,4%,-2%
CCN(CC)CCOc1nnc(-c2ccc(C)cc2)c2ccccc12,-8%,-1%,i,-6%,-1%,-57*,-23%,-7%,u
